Bioassay records (PubChem BioAssay)
WT yeast gro inh: growth inhibition of WT yeast, mitochondrial fusion screen; 190,000 compounds, 2.1% hits; inhibition, % at 10 µM; mitochondrial fusion phenotypic screen, WT strain; in the data active = inhibition above about 58%; tested in S. cerevisiae
P. falciparum M17LAP: P. falciparum M17LAP inhibitors, primary screen, biochemical, fluorogenic H-Leu-NHMec substrate, 1536-well (AID 1619). recombinant M17LAP, H-Leu-NHMec fluorogenic kinetic assay; higher % means a stronger effect. one-dose inhibition, % at 30 µM; IC50 in µM for titrated hits. 220,000 compounds, 0.38% hits;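 active = compound inhibiting the enzyme by more than half at any dose during confirmatory dose-response retesting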;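 also: plate controls were full reaction with DMSO carrier for no effect and no enzyme background for full effect; strong numbers were not always called active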
XIAP displacement: XIAP antagonists, biochemical, IAP family, fluorescence polarization (AID 1018); XIAP BIR domain, fluorescence polarization peptide displacement; higher % means a stronger effect; displacement, % at 20 µM, or IC50 in µM where a hit was titrated; 200,000 compounds, 0.007% hits; in the data active = displacement above about 50%; also: a part of the inactive calls stands beside numbers as strong as those of hits
P. falciparum M1AAP: P. falciparum M1AAP inhibitors, biochemical, fluorogenic H-Leu-NHMec substrate, 1536-well (AID 1445). 220,000 compounds, 0.42% hits. recombinant M1AAP, H-Leu-NHMec fluorogenic kinetic assay; higher % means a stronger effect. inhibition, % at 30 µM; hits with a dose series show IC50 in µM;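 active = primary inhibition above the hit cutoff, then over 50% inhibition at one or more dose response concentrations, cut at about 23% in these data, passing the limit was not always enough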;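 also: plate controls were DMSO full reaction for no effect and no enzyme background for full effect; strong numbers were not always called active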
Yfh1-depleted yeast: enhancers of respiration in Yfh1-depleted yeast, dose response, Friedreich's ataxia, plus single-dose screen (AID 1465); S. cerevisiae Yfh1-off respiration, WST-1 reduction, 72 h; higher fold induction means a stronger effect; fold induction at 50 µM; hits with a dose series show EC50 in µM; 220,000 compounds, 0.074% hits;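 active = fold induction of absorbance versus untreated yeast above a set limit, then at least 30% activation at any dose in follow-up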;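 also: activators that raise dye reduction in frataxin-depleted yeast; strong numbers were not always called active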
PMI inhibitors: MPI enzyme activity inhibition – biochemical, fluorescence intensity, coupled assay, primary screen (AID 1209); purified PMI enzyme, coupled fluorescence intensity; higher % means a stronger effect; inhibition, % at 20 µM; hits with a dose series show IC50 in µM; 190,000 compounds, 0.42% hits;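 also: plate controls were DMSO vehicle for no effect and wells lacking substrate for full effect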
LYP inhibition: inhibitors of LYP phosphatase, biochemical, fluorescence intensity, uHTS (AID 1779); inhibition, % at 11.5 µM, or IC50 in µM where a hit was titrated; 290,000 compounds, 0.054% hits; recombinant LYP phosphatase, fluorescence intensity; higher % means a stronger effect;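 also: plate controls were vehicle with enzyme for no effect and no enzyme for full effect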
TNAP activators: human TNAP enzyme activators, primary screen, biochemical, luminescent, no phosphate acceptor, uHTS (AID 1001); purified TNAP, luminescent activation assay, no phosphate acceptor; higher activation fold means a stronger effect; one-dose activation fold at 20 µM; EC50 in µM for titrated hits; 200,000 compounds, 0.03% hits; in the data active = activation fold from about 3, or a potency from the dose series; inactive = the rest, 99 in 100 with activation fold below about 1.6; also: many of its hits are not listed in these tables
human PMI inhibitors: human PMI inhibitors, high substrate, primary screen, biochemical, fluorescence intensity, high mannose 6-phosphate (AID 1220); recombinant PMI enzyme, coupled fluorescence intensity; higher % means a stronger effect; one-dose inhibition, % at 20 µM; IC50 in µM for titrated hits; 190,000 compounds, 0.66% hits
WT yeast gro inh mutant strain: also measured in WT yeast gro inh; calls as there; inhibition, %; mitochondrial fusion phenotypic screen, mutant strain inhibition
* hit, by the source's call; i = inactive; nt = not tested or not shown. Rule as the data show it, unless noted: active = inhibition above about 50%; inactive = the rest.

The first 2 records (preview)
SMILES	WT yeast gro inh	WT yeast gro inh mutant strain	P. falciparum M17LAP	XIAP displacement	P. falciparum M1AAP	Yfh1-depleted yeast	PMI inhibitors	LYP inhibition	TNAP activators	human PMI inhibitors
Cc1cccn2c(=O)c3cc(C(=O)N4c5ccccc5CC4C)n(C)c3nc12 (stereo not given)	7	-7	-1%	-0.7%	-2%	nt	6%	0%	1.1	6%
Cc1c(OCc2ccc(C(=O)O)cc2)ccc2c(-c3ccccc3)cc(=O)oc12	nt	nt	4%	nt	9%	i	nt	1%	nt	nt

Results, previewed entries included:
SMILES	WT yeast gro inh	WT yeast gro inh mutant strain	P. falciparum M17LAP	XIAP displacement	P. falciparum M1AAP	Yfh1-depleted yeast	PMI inhibitors	LYP inhibition	TNAP activators	human PMI inhibitors
Cc1cccn2c(=O)c3cc(C(=O)N4c5ccccc5CC4C)n(C)c3nc12 (stereo not given)	7	-7	-1%	-0.7%	-2%	nt	6%	0%	1.1	6%
Cc1c(OCc2ccc(C(=O)O)cc2)ccc2c(-c3ccccc3)cc(=O)oc12	nt	nt	4%	nt	9%	i	nt	1%	nt	nt
O=C(CSCCO)Nc1cccc2ccccc12	-3	-12	10%	-5.0%	-4%	i	-2%	-8%	1.2	-4%
CCN(C(=O)CSc1nc2ccccc2c(=O)n1CCOC)C1CCS(=O)(=O)C1 (stereo not given)	-10	5	0%	-2.7%	5%	i	-2%	-5%	1.1	15%
Cc1cc(NC(=O)CCC(=O)N(c2ccccc2)C(C(=O)NC2CCCC2)c2ccncc2)no1 (stereo not given)	4	17	-6%	-7.7%	6%	i	-2%	-2%	1.1	2%
COC(=O)CCCC1=CC2=C(c3ccccc3)C(=O)C(C)(OC(=O)C3CCCC3)C(=O)C2=CN1C1CCCCC1 (stereo not given)	nt	nt	-8%	nt	-3%	i	nt	-7%	nt	nt
CCOCC(=O)Nc1cc(C(=O)Nc2ccc(F)cc2)ccc1Cl	-9	-2	-3%	-1.9%	3%	i	-3%	-3%	1	-4%
S=c1nccc(-c2cc(Cl)sc2Cl)[nH]1	6	1	0%	-5.5%	-3%	i	-6%	0%	0.8	-5%
COc1ccc(C(NC(=O)c2cccnc2)c2cc(Cl)c3cccnc3c2O)cc1OC (stereo not given)	-21	-53	-3%	1.9%	10%	i	-11%	1%	1.1	5%
CCO[C@@H]1OC(C(=O)O)=C[C@H](C2CCCCC2)[C@H]1CCCO	9	11	0%	-2.2%	1%	i	14%	-8%	1	12%
Cn1nnnc1SCC(=O)Nc1nn(-c2ccccc2)nc1C(N)=O	6	-2	21%	-4.4%	1%	i	-12%	-5%	1.1	-14%
CCOc1ccc(Nc2cc(C)nc3nc(C)nn23)cc1	-11	-5	-8%	-5.0%	4%	nt	-21%	-8%	1	-13%
CC(C)(CO)CNC(=O)CCc1nnc(CCCc2ccccc2)o1	-3	-15	-1%	-2.9%	-4%	i	9%	-7%	1	5%
O=C(Nc1cccc(S(=O)(=O)N2CCCCC2)c1)C1CC(=O)N(Cc2ccco2)C1 (stereo not given)	13	-1	-2%	-6.0%	4%	i	-9%	0%	1.1	-5%
C=CCn1c(C)c(C(C)=O)c(N2CCN(C(c3ccccc3)c3ccccc3)CC2)nc1=S	72*	5.5*	16%	-8.4%	-2%	i	5%	12%	1.1	4%
Cn1c2ccc(F)cc2c2ncn(CC3CCCO3)c(=O)c21 (stereo not given)	nt	nt	-2%	nt	17%	i	nt	-6%	nt	nt
O=C(CSc1cccc[n+]1[O-])C12CC3CC(CC(C3)C1)C2	-4	33	-4%	-6.6%	5%	i	-22%	-2%	1.1	-37%
COc1ccc(-c2nnc(SC)n2C)cc1	-16	23	-4%	0.7%	8%	i	-7%	-3%	1.1	-6%
CC(C)Oc1cccc(C(=O)C2CCCN(C(=O)c3ccsc3)C2)c1 (stereo not given)	6	15	-2%	-1.7%	1%	i	-3%	-9%	1	-2%
N#Cc1c(N)sc2c1CCCCCC2	30	19	0%	-4.8%	8%	i	-15%	-3%	1.1	-5%
CCNS(=O)(=O)c1ccc(NC(=O)c2ccc(Cn3cc(Br)cn3)o2)cc1	-10	-18	-10%	-1.3%	3%	i	0%	2%	1.1	2%
CCCC(C)NC(=O)c1ccc(-c2ccccc2)cc1 (stereo not given)	4	2	3%	-4.7%	3%	i	6%	-5%	1.1	2%
O=CN1Cc2[nH]c3ccccc3c2N(c2ccc(Cl)cc2)C1=O	-10	4	13%	-0.7%	8%	i	7%	-2%	1.1	28%
CC(=O)c1ccc(-c2ccc(/C=C(/Sc3n[nH]c(C)n3)C(=O)O)o2)cc1	nt	nt	-8%	nt	5%	i	nt	2%	nt	nt
O=C1N/C(=C/c2cccs2)C(=O)N1Cc1ccc(F)cc1	-3	3	5%	0.0%	7%	i	-1%	-2%	1.1	-2%
Cn1c(Cl)nc2ccccc21	-5	3	6%	-4.3%	-1%	i	0%	-12%	1	1%
O=C(NC(=S)NCCN1CCOCC1)c1cccc(Cl)c1	5	4	3%	-2.3%	-2%	i	4%	-4%	1	4%
Cn1cccc1/C=C(\C#N)c1ccccc1	-1	-25	-20%	3.1%	8%	nt	-3%	0%	1.1	5%
CC(=O)Nc1ccc(C(=O)CSc2nnc(C)o2)cc1	-7	7	6%	-1.5%	2%	i	2%	-2%	1	7%
Cc1ccc(NC(=O)C(C)N=C2NS(=O)(=O)c3ccccc32)cc1F (stereo not given)	nt	nt	3%	nt	-1%	i	nt	-6%	nt	nt
Cc1c(Cl)cccc1NC(=O)c1cc(C2CC2)on1	0	0	-2%	-4.3%	-10%	i	3%	-8%	1.1	5%
CCOC(=O)C1=C(C)NC(=O)NC1c1ccc(OC)c(Cl)c1 (stereo not given)	12	28	6%	-3.0%	-1%	i	-2%	-6%	1.2	-2%
CCOC(=O)C1CCN(c2c(NCCCN(CC)Cc3ccccc3)c(=O)c2=O)CC1	-3	20	-5%	-3.3%	5%	i	0%	-6%	1	6%
Nc1nnc(CC(=O)N/N=C/c2ccc(-c3cccc(C(=O)O)c3)o2)s1	nt	nt	37%	nt	17%	i	nt	0%	nt	nt
COc1ccc2[nH]c(=O)c(CN(CCc3cccc(C)c3)C(C)=O)cc2c1	-17	-6	-9%	-4.9%	3%	i	6%	-4%	1.1	2%
Cc1ccc(F)c([C@H]2[C@H]3C=CC[C@@H](C)[C@@H]3C(=O)N2Cc2ccccc2)c1	nt	nt	5%	nt	7%	i	nt	-2%	nt	nt
Cc1c(OCc2ccc([N+](=O)[O-])cc2)ccc2c3c(c(=O)oc12)CCC3	-6	-31	8%	2.4%	2%	i	13%	1%	1.1	3%
COc1ccc(OCCC(=O)OCC(=O)NC(=O)NC(C)(C)C)cc1	9	19	-5%	-0.7%	3%	i	2%	1%	1	3%
CC(C)CC(NC(N)=O)C(=O)OCC(=O)Nc1ccc(SC(F)F)cc1 (stereo not given)	-16	-8	17%	-6.8%	4%	i	-1%	-3%	1	-5%
CCCCNC(=S)Nc1ccc(Oc2ccccc2)cc1	65*	61*	4%	-4.0%	1%	i	1%	0%	1.2	10%
COc1ccc(OC)c2[nH]c(=O)c(CCNC(=O)COc3ccccc3)cc12	-3	-5	5%	-4.5%	11%	nt	11%	-2%	1.1	20%
CCOC(=O)C(=Cc1ccc(-c2ccsc2C(=O)OC)o1)C(=O)OCC	6	-7	1%	-1.5%	9%	i	4%	-3%	0.9	6%
CCn1nc(NC(=O)c2cccnc2)c2cc3cccc(C)c3nc21	3	-12	-4%	0.8%	4%	i	1%	-1%	1.1	2%
COc1ccc(OC)c(/C=C/C(=O)c2ccc(Cl)cc2)c1	-15	47	5%	-4.0%	14%	i	6%	-1%	1.1	10%
C=C1SC(=Nc2c(C)cccc2Cl)N(C(=O)c2sc3ccccc3c2Cl)C12CCCCC2	nt	nt	0%	nt	2%	i	nt	7%	nt	nt
C/C(=N\NC(=O)c1ccccc1C)c1ccc(N2CCOCC2)cc1	1	-14	32%	-2.2%	10%	i	1%	-1%	1.1	-9%
Cc1ccccc1-c1nnc(Cc2ccccc2)o1	-2	0	9%	-9.3%	0%	i	-7%	-5%	1	3%
Cc1cc(NS(=O)(=O)c2ccccc2)no1	6	-2	4%	-10%	-3%	i	0%	0%	1.1	-2%
CCOc1cc(C(=O)NCCc2ccc(S(N)(=O)=O)cc2)cc(OCC)c1OCC	nt	nt	3%	nt	1%	i	nt	-8%	nt	nt
COc1cccc(N2C(=O)C(O)=C(C(C)=O)C2c2ccc(OC)c(OC)c2)c1 (stereo not given)	-1	4	22%	-10%	2%	i	-2%	-3%	1	-18%

Compound profiles, as listed above:
COc1ccc(OC)c(/C=C/C(=O)c2ccc(Cl)cc2)c1 in the list: WT yeast gro inh: -15; WT yeast gro inh mutant strain: 47; P. falciparum M17LAP: 5%; XIAP displacement: -4.0%; P. falciparum M1AAP: 14%; Yfh1-depleted yeast: i; PMI inhibitors: 6%; LYP inhibition: -1%; TNAP activators: 1.1; human PMI inhibitors: 10%
C/C(=N\NC(=O)c1ccccc1C)c1ccc(N2CCOCC2)cc1 in the list: WT yeast gro inh: 1; WT yeast gro inh mutant strain: -14; P. falciparum M17LAP: 32%; XIAP displacement: -2.2%; P. falciparum M1AAP: 10%; Yfh1-depleted yeast: i; PMI inhibitors: 1%; LYP inhibition: -1%; TNAP activators: 1.1; human PMI inhibitors: -9%

(list continues)
SMILES	WT yeast gro inh	WT yeast gro inh mutant strain	P. falciparum M17LAP	XIAP displacement	P. falciparum M1AAP	Yfh1-depleted yeast	PMI inhibitors	LYP inhibition	TNAP activators	human PMI inhibitors
CCSC1=C(C#N)C(c2ccc(C)o2)CC(=O)N1 (stereo not given)	nt	nt	0%	nt	2%	i	nt	-7%	nt	nt
S=C(c1ccc(-c2cccc(Cl)c2)o1)N1CCCCC1	58*	23*	9%	-3.2%	8%	i	13%	2%	1.1	14%
O=c1c(-c2ccccc2)nc(-c2ccccc2)cn1O	-10	-14	-5%	-23%	1%	i	-1%	-4%	1	3%
O=C(c1cc2ccccc2oc1=O)N1CCN(c2ccccn2)CC1	-6	-1	2%	-3.5%	-4%	i	3%	-10%	1.1	6%
Cc1cccc(OCc2nnc(SCn3nnc4ccccc4c3=O)o2)c1	24	23	-4%	-2.4%	0%	i	-2%	-2%	1.1	-3%
CC12C(=O)N(c3ccccc3)C(=O)C1C(c1ccccc1)N1CCCN12 (stereo not given)	nt	nt	3%	nt	3%	i	nt	-6%	nt	nt
Cc1ccc(C(=O)Nc2nc3c(s2)CCCC3)o1	40	44	17%	-2.3%	4%	i	14%	1%	1.1	16%
Nc1nn2c(C(F)(F)F)cc(=O)[nH]c2c1N=Nc1cccc(F)c1	13	12	1%	-14%	0%	i	6%	6%	1	6%
Cc1nc(NCC2CCCO2)c2nnn(Cc3c(F)cccc3Cl)c2n1 (stereo not given)	10	0	0%	-3.4%	-2%	i	-4%	-9%	1.1	-6%
O=C(Cn1c2ccc(F)cc2c2nc3n(c(=O)c21)CCS3)Nc1ccccc1F	9	9	-6%	-1.5%	5%	i	5%	-5%	1.2	0%
Cc1ccc2nc(Nc3nc(C)cc(C(F)(F)F)n3)nc(C)c2c1	10	-12	1%	-1.1%	-1%	i	9%	-6%	1.1	4%
COc1ccc(C2(O)CCN(CCCCOc3ccccc3)CC2)cc1	32	48	0%	-3.9%	3%	i	10%	-11%	1.1	2%
